# Pf apPOL inh: Pf-apPOL DNA polymerase inhibition; 210,000 compounds, 0.25% hits; Recombinant Pf-apPOL, molecular beacon fluorescence, 1.5 h; inhibition, % at 10 µM; AID 1794808
# mHTT-CaM PPI inh: mHTT-calmodulin interaction abrogation; AlphaScreen His-mHTT/GST-CaM binding, luminescence; 190,000 compounds, 3.6% hits; inhibition, % at 15 µM; P42858;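 further: 0% = both proteins with DMSO and 100% = one protein alone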
# An asterisk follows results filed as active; . = not tested or not shown; & = joins results of further samples. No stated cut-off is given here; in the data, active means inhibition above about 50%; inactive means the rest.
no.	Structure	Pf apPOL inh	mHTT-CaM PPI inh
1	COc1cc(CCC(C)NC(=O)Cc2ccccc2)ccc1OC(=O)Cc1ccccc1 (centres undefined)	-8	.
2	Cc1ccc(NC(=O)N2CCOc3ccccc32)cc1C	-8	-4
3	O=C(NCc1ccccc1C(F)(F)F)C1CCN(c2cncnc2N2CCCC2)CC1	-1	23
4	Cc1ccc(C(=O)N2CCC(CCNC(=O)c3cccc(Cl)c3)CC2)cc1	-10	15
5	CCn1cc(S(=O)(=O)Nc2ccc(C)cc2C)c2cccnc21	9	16
6	O=C(CN1CCN(c2ccc([N+](=O)[O-])cc2)CC1)N1CCCc2c1c(=O)oc1ccc(O)cc21	-1	32
7	Cc1cc(O)c(C2OC(=O)c3ccccc32)c(=O)n1CCO (centres undefined)	-7	0
8	N#CC1=C(N)SC(N)=C(C#N)C1c1cccnc1	-29	14
9	COc1ccccc1C(=O)N1CCCC(C)(C(=O)NCc2ccccc2C)C1 (centres undefined)	-2	-9
10	COCCc1nc(C2CCCN(C(=O)c3ccc4c(c3)OCO4)C2)n[nH]1 (centres undefined)	7	0
11	CC(Oc1cccc(Cl)c1)c1nc(-c2ccc(=O)[nH]c2)no1 (centres undefined)	3	0
12	CSc1nnc2c(n1)OC(c1cccs1)Nc1ccccc1-2 (centres undefined)	-2	6
13	Cc1cc(C)cc(NC(=O)C2CC(=O)N(Cc3ccc(F)cc3)C2)c1 (centres undefined)	-3	7
14	Cc1cc(C)n(C(=O)c2ccc(COc3ccc(F)cc3)o2)n1	-5	-3
15	CCOc1cccc(NC(=O)C2CC(=O)N(C)C(=Nc3cccc(C(F)(F)F)c3)S2)c1 (centres undefined)	1	22
16	N#Cc1cnc(Sc2nnc(-c3ccc(Cl)cc3)n2Cc2ccccc2)nc1N	-7	.
17	Cc1cc2nc(SCC(=O)c3ccc(Cl)c(Cl)c3)[nH]c2cc1C	-2	6
18	CCCc1[nH]c(=S)[nH]c(=O)c1C	-4	.
19	O=S(=O)(NCc1ccc2c(c1)CCO2)c1cccs1	20	.
20	CCCN1C(=O)C(CC(=O)NCc2ccco2)Sc2ncccc21 (centres undefined)	-2	8
21	CC(C)c1nnc(NC(=O)c2ccc(NC(=O)C(F)(F)F)cc2)s1	-3	1
22	COc1ccc(N2C(=O)C3CC=CCC3C2=O)cc1 (centres undefined)	-7	-5
23	COc1cccc(C2NC(=O)NC(C)=C2C(=O)Nc2ccc(F)c(F)c2)c1OC (centres undefined)	-10&-9	6&5
24	Cc1cc2c(cc1C)NC(=O)CC(C(F)(F)F)=N2	-1	-5
25	O=C(c1noc2c1CCCC2)N(Cc1ccco1)C1CCCC1	-1	-3
26	O=C(O)C12CC3CC(C1)CC([N+](=O)[O-])(C3)C2	.	-5
27	COc1ccc(C(=O)Nc2c3c(nn2-c2ccc(F)cc2)CS(=O)(=O)C3)cc1	1	-1
28	COc1ccccc1CCC(=O)N1CCCN(C2CCN(Cc3ccccc3)C2=O)CC1 (centres undefined)	5	12
29	CC1CCC2(CC1)OCC(C(=O)N1CCOCC1)N2C(=O)c1cccc(Cl)c1 (centres undefined)	-2	9
30	Cc1ccc(Cl)cc1N1CCN(C(=O)Cn2nc(C(F)(F)F)c(Br)c2C)CC1	40	-5
31	O=C(c1ccc([N+](=O)[O-])cc1)N1CCSC1c1cccc(Cl)c1 (centres undefined)	5	18
32	CCCCSc1nc2cc(C)ccc2n1C	-8	-36
33	Cc1ccc(Cl)cc1N1CCN(CCNC(=O)C2(n3cccc3)CCCCC2)CC1	-15	56*
34	COc1ccc2c(c1)CCC1C2CC[C@@]2(C)C1CC[C@@H]2NCCCCCCN1C(=O)CCC1=O (some centres undefined)	-15	.
35	Cc1ccccc1NC(=O)Cn1c(=O)n(-c2ccc(F)cc2)c2ncccc21	3	0
36	CCC(CC)C(=O)Nc1ccc(Cl)cc1C	-6	-4
37	CN(Cc1ccccc1)C(=C(Cl)Cl)/C(=C1\NCCN1C)[N+](=O)[O-]	2	-2
38	O=C1CSC(=NC(=O)c2ccc(Cl)c(Cl)c2)N1	3	3
39	COc1ccc(/C=C2\SC(=N)N(c3ccc(C)c(C)c3)C2=O)cc1OC	-16	20
40	CCCN(CCC)S(=O)(=O)c1nc2nc(C)c(C)c(C)n2n1	-5	-2
41	CC1C(=O)N2CCCc3cc(NC(=O)C(=O)NCCc4c[nH]c5ccccc45)cc1c32 (centres undefined)	-8	76*
42	COc1ccc(-n2nc3c(c2NC(=O)CCC2CCCCC2)CS(=O)C3)cc1 (centres undefined)	-4	-3
43	CCc1ccc(N=Cc2c(O)[nH]c3ccccc23)cc1	-4	10
44	Cc1cccc(Sc2nccnc2N2CCCC(C(=O)N3CCCC3)C2)c1 (centres undefined)	-2	5
45	CC1Cc2nc(SCC(=O)Nc3nc4ccccc4s3)n(C)c(=O)c2S1 (centres undefined)	-12	37
46	COc1ccc2c(c1)CC/C(=C\c1ccncc1)C2=O	0	-1
47	COC(=O)c1scc(C)c1NN=Cc1c(F)cccc1Cl	-12	.
48	COc1cccc(C(=O)Nc2nccn(-c3ccc(F)cc3)c2=O)c1	-1	-5

# Screen by screen, as entered above.
# Pf apPOL inh, nos. 12 to 21, in order: -2, -3, -5, 1, -7, -2, -4, 20, -2, -3

# Remaining list, next part.
no.	Structure	Pf apPOL inh	mHTT-CaM PPI inh
49	O=C(NCCC1=CCCCC1)C(=O)NC1CCCCC1	-8	-7&0
50	O=C(Nc1cccc([N+](=O)[O-])c1)NC1CCS(=O)(=O)C1 (centres undefined)	-6	-14
51	Cc1ccc(C(NC(=O)C(C)C)c2ccc3cccnc3c2O)cc1 (centres undefined)	2&-3	100*
52	CSc1c2c(nc3cc(-c4cccs4)nn13)CC(C)(C)CC2=O	-1	.
53	COc1ccccc1CNC(=O)CN(c1ccc([N+](=O)[O-])cc1)S(=O)(=O)c1ccccc1	-2	-7
54	COc1ccc([N+](=O)[O-])cc1NC(=O)c1oc(=O)c2ccccc2c1-c1ccc(C)cc1	-2	0
55	O=C(COc1ccccc1)N1CCC(c2ccn3ncc(C(=O)N4CCCCC4)c3c2)CC1	-3	9
56	Cc1ccc(C(=O)N2CCN(CCc3cn(C)c4ncccc34)CC2)cc1	-6	21
57	CC(C)n1cc(C(=O)NCCCn2ccnc2)c2n[nH]c(=O)c-2c1	-6	-11
58	Cc1ccc(N2C(=O)CC(N3CCN(c4ccc([N+](=O)[O-])cc4)CC3)C2=O)c(C)c1 (centres undefined)	-10	14
59	CC1(C)CC(=O)C2=C(C1)N(c1ccccc1)C(N)=C(C#N)C2c1ccc(Br)s1 (centres undefined)	-3	89*
60	O=C(O)C(CSCc1ccccc1)C(F)(F)F (centres undefined)	-2	0
61	Cc1ccc(-c2ncccc2C(=O)Nc2c(C)cccc2C)s1	0	0
62	COc1ccc(C(C)(C#N)CC#N)cc1 (centres undefined)	1	1
63	CC(C)CNC(=S)NCCNC(=O)OC(C)(C)C	-8	.
64	CC(C)Oc1ccc(C(=O)NC(C)(C)CO)cc1	1	-2
65	Cc1cccc(NC(=O)C(C)Oc2ccccc2F)c1 (centres undefined)	-2	-14
66	O=C(NCc1ccccc1F)C1COCC(=O)N1Cc1ccccc1 (centres undefined)	1	-3
67	COc1ccccc1-c1noc(C2CCCN2C(=O)Nc2ccc(C)c(C)c2)n1 (centres undefined)	-1	16
68	Cc1cc(=O)oc(C)c1C(=O)N(C)C1CCCCC1	-9	7
69	Clc1ccc(CN2CCN(c3ccccn3)CC2)cc1	-8	4
70	Cc1ccccc1C(=O)NC(N1CCCCCC1)C(Cl)(Cl)Cl (centres undefined)	-2	-3
71	O=C(Cn1nc(-c2ccccc2)c2ccccc2c1=O)Nc1cccc(C(F)(F)F)c1	-7	-2
72	COc1ccc(N2C(=O)Cc3ccccc3C2=O)cc1	-2	17

# Fetched one by one from the list above (two):
no.	Structure	Pf apPOL inh	mHTT-CaM PPI inh
65	Cc1cccc(NC(=O)C(C)Oc2ccccc2F)c1 (centres undefined)	-2	-14
66	O=C(NCc1ccccc1F)C1COCC(=O)N1Cc1ccccc1 (centres undefined)	1	-3

# New compounds follow.
no.	Structure	Pf apPOL inh	mHTT-CaM PPI inh
73	CCC(C)(NC(=O)C1CCC(=O)N1)C(=O)NC1CCCCC1 (centres undefined)	2	-6
74	CCN1CCn2c3c(c4cc(Br)ccc42)CCCC31 (centres undefined)	-6	14
75	COC(=O)Nc1c(C)cccc1C(C)C	-4	-2
76	O=c1oc2ccccc2cc1-c1csc(NCc2ccc(F)cc2)n1	13	-1
77	Cc1oc(S(=O)(=O)N2CCOCC2)cc1C(=O)NCCNc1ncccc1C(F)(F)F	-9	.
78	N#Cc1cc2c(nc1SCC(=O)N1CCCCC1)CCCCC2	-6	0
79	Cc1noc(C2CN(C(=O)CC(C)(C)C)CC23CCOCC3)n1 (centres undefined)	-3	-10
80	O=C1OC(COc2ccc(Br)cc2)CN1c1ccccc1 (centres undefined)	-7	.
81	Nc1nnc(Cn2c(-c3nonc3N)nc3ccccc32)s1	-22	15
82	NC(CS(=O)(=O)c1cccs1)=NOC(=O)Nc1ccc(Cl)cc1	-5	.
83	Cc1cc(N2CCN(C(=O)c3cc(F)c(F)cc3Br)CC2)c(F)cc1[N+](=O)[O-]	2	9
84	O=C(NCC1CC(=O)N(c2ccc3c(c2)OCO3)C1)C1CC1 (centres undefined)	1	-2

# Of the compounds above, these have a COOH group.
no.	Structure	Pf apPOL inh	mHTT-CaM PPI inh
26	O=C(O)C12CC3CC(C1)CC([N+](=O)[O-])(C3)C2	.	-5
60	O=C(O)C(CSCc1ccccc1)C(F)(F)F (centres undefined)	-2	0

# Further entries:
no.	Structure	Pf apPOL inh	mHTT-CaM PPI inh
85	COc1ccc(-c2c(C#N)c(N)nc3c2CCCCC3)cc1OC	2&-6	-1&-6
86	Cc1cc(Sc2nnnn2-c2ccccc2)nc2ccccc12	-9	-18
87	CC1CCCN(C(=O)CNS(=O)(=O)c2ccc(Br)s2)C1 (centres undefined)	-1	-4
88	O=C1c2ccccc2C(O)(Cc2ccccc2)N1CCCO (centres undefined)	-2	-3
89	CC(C)CCNC(=O)c1c(O)c2cccc3c2n(c1=O)CC3	-3	18
90	Cc1cc(C)c2c(C)cc(Cl)nc2c1	.	-26
91	CC(=O)c1cccc(NS(=O)(=O)c2ccc(N/C=C/C(=O)c3cccs3)cc2)c1	-3	12
92	Ic1ccc(Nc2ncnc3c2cnn3Cc2ccccc2)cc1	-2	-4
93	CSc1ccc(CNC(=O)c2cc3n(n2)CCCN(Cc2ccc(F)cc2)C3=O)cc1	1	-1
94	O=C(CC1CCN(C(=O)c2ccccc2Cl)CC1)NCc1ccco1	-7	10
95	Cc1cc(NC(=O)C2CC(c3ccccc3F)=NO2)n(-c2ccccc2)n1 (centres undefined)	-1	-4
96	COc1ccc(Cl)cc1NC(=O)c1cc(S(=O)(=O)NCCC2=CCCCC2)ccc1F	31	-3
97	CCN1C(=O)C(C)(C(=O)NCc2ccc(F)c(Cl)c2)Oc2cccnc21 (centres undefined)	-4	8
98	CC(C)S(=O)(=O)c1csc(NC(=O)N=S(C)(=O)c2ccc(Cl)cc2)c1Cl (centres undefined)	-8	.
99	CC(C)(C)NC(=O)NC1CCN(C(=O)C2CCC2)C1 (centres undefined)	-2	-2
100	Cc1cc(C)c2c(N)c(C(=O)N3CCN(c4ncccn4)CC3)sc2n1	-4&-7	2&7
101	O=C(NCCN1CCCC1)c1ccc(-c2ccc(N3CCCCC3)nc2)cc1	-1	25
102	Cc1nc(N2CCOCC2)c2c(C)c(C(=O)Nc3c(F)cccc3F)sc2n1	-6	32
103	O=[N+]([O-])c1ccc(CN2CCN(Cc3ccccc3)CC2)s1	-2	15
104	C1=Nn2cnnc2SC(c2ccccc2)=C1	.	-4
105	Oc1ccccc1C1N=c2c(c3ccccc3c3ccccc23)=N1	-9	-8
106	COc1ccc(N)cc1-n1c(C)ccc1C	-4	76*
107	O=C1C(=O)N(Cc2cccnc2)C(c2ccc([N+](=O)[O-])cc2)C1=C(O)c1ccccc1 (centres undefined)	-8	2
108	CCNc1cc(N2CCC(CCC(=O)NCc3cccc(OC)c3)CC2)ncn1	-1	2
109	Cc1ccc(C(=O)NN=C(N)c2cnccn2)cc1	-12	.
110	COc1ccc(C=C2Oc3cc(OS(C)(=O)=O)ccc3C2=O)c(OC)c1	-5	-30
111	Cc1sc2nc(C)n(CCO)c(=O)c2c1C	-1	3
112	CCSc1nnc(-c2nn(C)c3c2CN(C(=O)c2c(F)cccc2Cl)CC3)n1C	-4	-4
113	C=CCn1c(SCC(=O)Nc2ccccc2C(F)(F)F)nnc1-c1cccs1	-3	5
114	C=CCN1C(C(=O)OC)CN(Cc2cn(Cc3ccc(F)cc3)nn2)CCS1(=O)=O (centres undefined)	5	-9
115	Cc1ccc(C)c(C(=O)CSc2ncn[nH]2)c1	4	-8
116	Oc1c(Cl)cc(Cl)cc1CNc1cccc(F)c1	-2	96*
117	CC(C)n1cnc2c1c(=O)n(C1CCCCC1)c(=O)n2-c1ccc(F)c(F)c1	1	1
118	O=C(NCCc1csc(C2CCN(C(=O)c3cccc(F)c3)CC2)n1)C1CC1	-6	1
119	Cc1noc2c1C(c1ccsc1)C(C#N)=C(N)N2 (centres undefined)	-3	-3&0
120	CCOC(=O)C1CCN(C(=O)C2CCN(c3ccc(N4CCCC4)nn3)CC2)CC1	6	19
121	Cc1cc(C(=O)N2CCC(CCOc3ccc(F)cc3)CC2)no1	0	-3
122	Cc1ccc(C(C)C)c(OCCOCCN2CCNCC2)c1	-2	19
123	COc1cc(SC)ccc1C(=O)Nc1nnc(C(C)(C)C)s1	-2	5
124	CCSc1n[nH]c(C(F)(F)F)n1	8	.

# Quoted from the listing.
# NC(CS(=O)(=O)c1cccs1)=NOC(=O)Nc1ccc(Cl)cc1 in Pf apPOL inh: -5
# COc1ccc(C(=O)Nc2c3c(nn2-c2ccc(F)cc2)CS(=O)(=O)C3)cc1 in mHTT-CaM PPI inh: -1
# Cc1cc2c(cc1C)NC(=O)CC(C(F)(F)F)=N2 in Pf apPOL inh: -1
# Cc1ccccc1C(=O)NC(N1CCCCCC1)C(Cl)(Cl)Cl (centres undefined) in mHTT-CaM PPI inh: -3
# COc1ccc2c(c1)CC/C(=C\c1ccncc1)C2=O in Pf apPOL inh: 0
# CCOC(=O)C1CCN(C(=O)C2CCN(c3ccc(N4CCCC4)nn3)CC2)CC1 in mHTT-CaM PPI inh: 19

# Screens deposited in PubChem BioAssay by University of Kansas High Throughput Screening Laboratory.
